PriA SSB inh – inhibitors of Klebsiella pneumoniae PriA binding to SSB C-terminal tail, primary screen, biochemical, AlphaScreen; PriA–SSB C-terminal tail interaction (Klebsiella pneumoniae); AlphaScreen SSBct-PriA binding, biotinylated peptide; inhibition, % at 33 µM; hit rate 0.6% among 430,000; in the data active means inhibition mostly above about 37%, no sharp cut-off; inactive means mostly below about 20%;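 further: plate controls were negative control peptide for no effect and reference peptide for full effect; strong numbers were not always called active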
* = called active by the depositor; & = joins results of further samples. The list is partial; count on the stated rates, not on these rows.

`COc1ccc(C(=O)NC[C@@H](O)Cc2ccccc2)cc1F` gave PriA SSB inh -12.
For C[C@](O)(CNC(=O)c1cc(C2CC2)on1)c1ccco1 the results were PriA SSB inh -5.
`O=C(CCSc1ccc(Cl)cc1)Nc1nnc(-c2cccnc2)o1` gave PriA SSB inh 5.
For COc1ccc(/C=N/Nc2ncc(F)c(N3CCOCC3)n2)cc1OC the results were PriA SSB inh inactive.
Screening Cc1nc2sc(C)c(C)n2c(=O)c1NC(=O)c1ccccc1F returned PriA SSB inh -1.
`O=C(Nc1nc(C(=O)N2CCN(c3ccccn3)CC2)co1)C1CC1` gave PriA SSB inh -18.
For O=C(c1ccsc1)c1ccc(CNC(=O)C2COc3ccccc3O2)s1 (stereo not drawn) the results were PriA SSB inh 6.
For COc1ccc(C2C(C#N)=C(N=CN3CCN(C)CC3)OC3=C2C(=O)CC(C)(C)C3)cc1OC (stereo not drawn) the results were PriA SSB inh -1.
Screening O=C(CNc1ccc2ccccc2c1)NN=C/C=C/c1cccc([N+](=O)[O-])c1 returned PriA SSB inh -9.
CCCc1cc(=O)[nH]c2nnc(SCC(=O)Nc3nc4ccc(C)cc4s3)n12 was read as PriA SSB inh -12.
Screening Cc1nnc(NC(=O)CSc2nc3c(cnn3-c3ccc(F)cc3)c(=O)[nH]2)s1 returned PriA SSB inh -8.
CCn1c(SCC(=O)Nc2cccc(C(C)=O)c2)nc2c(-c3ccc(C)cc3)csc2c1=O was read as PriA SSB inh -9.
For CC(C)Sc1cccc(-c2nnc(NC(=O)CN3C(=O)CCC3=O)o2)c1 the results were PriA SSB inh 4.
For O=C(Nc1nc(CN2CCc3ccccc3C2)cs1)c1cccc(Cl)c1 the results were PriA SSB inh -1.
For Cn1cccc1CN(Cc1cccs1)C(=O)c1ccno1 the results were PriA SSB inh -4.
Screening CCOc1ccc2ccccc2c1C(=O)NCCOc1ccccc1 returned PriA SSB inh 5.
Screening O=C(c1ccc2[nH]ccc2c1)N1CC(c2nc(-c3ncccn3)no2)C1 returned PriA SSB inh -1.
Screening Fc1cccc(C=NNc2ccc(Cl)nn2)c1 returned PriA SSB inh 10.
For Cc1ccc(-c2cc3c(SCC(=O)NCc4ccc(F)cc4)nccn3n2)cc1 the results were PriA SSB inh -13.
Screening COc1ccc(Br)c(C(=O)NCC2CCN(c3nc4ccccc4o3)CC2)c1 returned PriA SSB inh -18.

Among those listed so far, these contain fluorine:
`COc1ccc(C(=O)NC[C@@H](O)Cc2ccccc2)cc1F` gave PriA SSB inh -12.
For COc1ccc(/C=N/Nc2ncc(F)c(N3CCOCC3)n2)cc1OC the results were PriA SSB inh inactive.
Screening Cc1nc2sc(C)c(C)n2c(=O)c1NC(=O)c1ccccc1F returned PriA SSB inh -1.
Screening Cc1nnc(NC(=O)CSc2nc3c(cnn3-c3ccc(F)cc3)c(=O)[nH]2)s1 returned PriA SSB inh -8.
Screening Fc1cccc(C=NNc2ccc(Cl)nn2)c1 returned PriA SSB inh 10.
For Cc1ccc(-c2cc3c(SCC(=O)NCc4ccc(F)cc4)nccn3n2)cc1 the results were PriA SSB inh -13.

(listing goes on)
CCCCCOc1ccc(C(=O)Nc2ccccc2SCCC#N)cc1 was read as PriA SSB inh -16.
Screening CC(C)(C)Cc1nnc(C2CCCN(C(=O)NCc3ccc(Cl)cc3)C2)o1 (stereo not drawn) returned PriA SSB inh -13.
`Cc1nn(-c2ccccc2)c(C)c1C=NNC(=O)c1cc(-c2cccc3ccccc23)n[nH]1` gave PriA SSB inh -2.
COc1ccc(-c2cnc(C(=O)Nc3ccc4cn[nH]c4c3)o2)cc1 was read as PriA SSB inh -8.
Screening Cn1c(=O)n(Cc2ccccc2F)c(=O)c2c(N3CCN(C(=O)c4ccco4)CC3)ccnc21 returned PriA SSB inh -5.
COc1ccc(SCCCC(=O)Nc2cc(C)ccc2C)cc1 was read as PriA SSB inh -15.
`COc1ccccc1C=NNC(=O)C(NC(=O)c1ccccc1)=C(C)C` gave PriA SSB inh -8.
For O=S(=O)(c1ccccc1Cl)N1CCN(c2ccc(-c3ccco3)nn2)CC1 the results were PriA SSB inh -7.
For COc1ccc(-c2nn(-c3ccccc3)cc2C=NNc2ccc(S(N)(=O)=O)cc2[N+](=O)[O-])cc1OC the results were PriA SSB inh -5.
Screening COc1ccc(S(=O)(=O)NCCn2ccc(-c3ccncc3)n2)c(C)c1 returned PriA SSB inh -5.
`O=C(CC1CSc2nc3c(c(=O)n21)CCCC3)Nc1cccc(Cl)c1` (stereo not drawn) gave PriA SSB inh -2.
`CCOC(=O)NCC1CCN(C(=O)COc2ccccc2)CC1` gave PriA SSB inh -10.
`O=C(NCCN1CCOCC1)C(=O)NCC1CCN(Cc2ccco2)CC1` gave PriA SSB inh -4.
`O=C(Nc1nc2c(s1)CCCC2)c1cc(Cl)sc1Cl` gave PriA SSB inh 1.
O=C(NCc1ccc(C(=O)c2cccs2)s1)C(=O)NCC1CCCO1 (stereo not drawn) was read as PriA SSB inh -4.
`CS(=O)(=O)N1CCN(c2ccc([N+](=O)[O-])c(N3CCCC3)c2)CC1` gave PriA SSB inh 57*.
O=C(Cn1cnc(-c2ccc(F)cc2)cc1=O)Nc1ccccc1-c1ccccc1 was read as PriA SSB inh -9.
`COc1ccccc1N1CCN(N=Cc2cccc(OC)c2O)CC1` gave PriA SSB inh 8.
`COCC(=O)N1CCCc2ccc(NS(=O)(=O)c3ccc(OC)cc3)cc21` gave PriA SSB inh 3.
`CCOc1cc(N2CCN(C(=O)Nc3ccc4c(c3)OCCO4)CC2)nc(C)n1` gave PriA SSB inh -9.
For O=C(Cn1c2ccccc2c(=O)c2ccccc21)NN=Cc1ccc(N2CCCC2)c([N+](=O)[O-])c1 the results were PriA SSB inh -6.
Screening COc1cccc(C2C(=C(O)c3ccc(F)cc3)C(=O)C(=O)N2CCN(C)C)c1 (stereo not drawn) returned PriA SSB inh -14.
O=C(CSc1nc2ccccc2c(=O)n1-c1ccccc1)NN=C/C=C/c1ccccc1[N+](=O)[O-] was read as PriA SSB inh -3.
Screening COc1ccc(CCC(=O)Nc2ccc3c(c2)CN(C(C)=O)CC3)cc1 returned PriA SSB inh -6&8.
Screening O=C(COc1ccc(Cl)cc1Cl)NN=Cc1cccnc1 returned PriA SSB inh -1.
CC1CCN(S(=O)(=O)c2cccn(CC(=O)NCc3cccs3)c2=O)CC1 was read as PriA SSB inh 11.
`Cc1cccc(C)c1NC(=O)C(=O)NCc1cccs1` gave PriA SSB inh -9.
`O=C(NCc1ccccn1)c1c(O)nc2ccccn2c1=O` gave PriA SSB inh -19.
For O=C(COc1ccc(Cl)cc1)Nc1ccc2c(c1)CN(S(=O)(=O)c1cccs1)CC2 the results were PriA SSB inh -1&9.
`Cn1c(=NC(=O)CN2C(=O)CCC2=O)sc2cccc(F)c21` gave PriA SSB inh -4.
For Cc1ccc(S(=O)(=O)NCCOc2ccc3c(c2)OCO3)s1 the results were PriA SSB inh 2.
For Cc1cc(CNC(=O)c2cc3ccccc3s2)c(C)o1 the results were PriA SSB inh -10.
`CS(=O)(=O)N1CCC(C(=O)N(Cc2cccnc2)c2nc3ccccc3s2)CC1` gave PriA SSB inh -19.
O=C(NCC(c1ccco1)N1CCOCC1)c1cnc2ccccc2n1 (stereo not drawn) was read as PriA SSB inh -5.
Screening Cc1ccc(C(C)C)c(OCCn2c(CN3CCOCC3)nc3ccccc32)c1 returned PriA SSB inh 7.
For CCCNS(=O)(=O)c1ccc(N)cc1 the results were PriA SSB inh -6.
`O=C(NN=Cc1c(Cl)[nH]c2ccccc12)c1sc2ccccc2c1Cl` gave PriA SSB inh 15.
`COc1ccccc1-c1ccc(SCC(=O)Nc2cccc(C(F)(F)F)c2)nn1` gave PriA SSB inh 1.
Screening CC(C)(C)c1ccc(NC(=O)N2CCn3cccc3C2c2cccs2)cc1 (stereo not drawn) returned PriA SSB inh -2.
Screening O=C(N/N=C\c1ccc(-c2ccccc2[N+](=O)[O-])o1)c1cccc([N+](=O)[O-])c1 returned PriA SSB inh 29.
`O=C(Cc1cccs1)Nc1cnn([C@H]2CCOC2)c1` gave PriA SSB inh -12.
`O=C(Cc1ccc2c(c1)OCO2)N(Cc1ccccc1)c1nc2ccc(F)cc2s1` gave PriA SSB inh -19&-13.
Screening O=C(c1cc(=O)c2ccccc2o1)N1CC(n2ccnn2)C1 returned PriA SSB inh -13.
CCOc1ccccc1NC(=O)CSc1nnc(-c2ccco2)n1-n1cccc1 was read as PriA SSB inh -13.
Screening CCCc1ccc(C(=O)N(Cc2ccsc2)CC(F)(F)F)cc1 returned PriA SSB inh -24.
Screening O=C(CN1CCC(COCc2ccc(F)cc2)CC1)N1CCc2ccccc21 returned PriA SSB inh -6.
Cc1ccccc1C(=O)N/N=C\c1ccccc1O was read as PriA SSB inh -2.
`Cc1cc(F)ccc1S(=O)(=O)N1CC(N2C(=O)CCC2=O)C1` gave PriA SSB inh -6.
`COc1cc(OC)cc(N2C(=O)C3N=NN(Cc4nc(-c5ccccc5Cl)no4)C3C2=O)c1` (stereo not drawn) gave PriA SSB inh 3.
Screening COc1ccc(-c2csc(SCC(=O)N3CCN(c4cccc(Cl)c4)CC3)n2)cc1 returned PriA SSB inh -9.
For CCOC(=O)C1C(C)=NC2=C(C(=O)CC(C)(C)C2)[C@H]1c1ccccc1OCc1ccccc1 (stereo partly drawn) the results were PriA SSB inh -27.
`Cc1ccc(Nc2nc(N3CCOCC3)nc3[nH]ncc23)cc1` gave PriA SSB inh 4.
`CCCN1C(=O)COc2ccc(-c3csc(NC(=O)c4ccc5c(c4)OCO5)n3)cc21` gave PriA SSB inh 3.
For CS(=O)(=O)c1ccc(CC(=O)Nc2nnc(-c3ccc4c(c3)OCCO4)o2)cc1 the results were PriA SSB inh 0.
`O=C(CSc1nncc(=O)[nH]1)Nc1ccccc1F` gave PriA SSB inh 2.
`Cc1cc(C)nc(SCC(=O)Nc2ncc(Cc3cccc4ccccc34)s2)n1` gave PriA SSB inh -4.
For CCc1ccc(S(=O)(=O)Nc2ccc3nc(C)n(-c4ccc(F)cc4)c(=O)c3c2)s1 the results were PriA SSB inh -4.
Screening CS(=O)(=O)c1ccc(Nc2nc(CC(=O)NCCc3ccccc3)cs2)cc1 returned PriA SSB inh 5.
CCS(=O)(=O)c1ccc(C(=O)Nc2nc(-c3ccccc3)c(-c3ccccc3)s2)cc1 was read as PriA SSB inh -13.
Screening CC(=CC(=O)c1ccccc1)Nc1ccc2c(c1)OCO2 returned PriA SSB inh 41*.
Cc1nn(C)c(C(=O)NN=Cc2ccc(Br)cc2)c1Cl was read as PriA SSB inh -11.
O=C(Cc1ccsc1)NCCN1Cc2cc(Cl)ccc2OCC1=O was read as PriA SSB inh -3.
Fc1ccc(-c2csc3ncnc(Nc4ccc5c(c4)OCCO5)c23)cc1 was read as PriA SSB inh -11.
`Cc1cc(C)c(C)c(-c2nnc(NC(=O)c3ccc(Cl)cc3Cl)s2)c1C` gave PriA SSB inh -3.
ON=Cc1ccc(OCc2ccccc2)c(Cl)c1 was read as PriA SSB inh -15.
Screening CS(=O)(=O)N1CCC[C@H]1C(=O)Nc1nc(-c2ccccn2)cs1 returned PriA SSB inh 75*.
For COc1ccc(C=NNC(=O)C2(O)c3ccccc3-c3ccccc32)cc1 the results were PriA SSB inh 5.
Screening O=C(NCCc1c[nH]c2ccccc12)c1n[nH]c2ccccc12 returned PriA SSB inh -6.
`Cn1cccc1Cc1nnc(SCC(=O)Nc2cccc([N+](=O)[O-])c2)n1C` gave PriA SSB inh 9.
`CC1(C)CC2CC(C)(CN2C=Nc2sc3c(c2C#N)CC(C)(C)NC3(C)C)C1` (stereo not drawn) gave PriA SSB inh 4.
Cc1nn(C)cc1C(=O)N1CCCc2ccccc21 was read as PriA SSB inh 3.
CCC[C@H](NC(=O)Cc1ccc(OC)cc1Cl)C(=O)Nc1nc2ccccc2[nH]1 was read as PriA SSB inh -4.
For Cc1cc(C(=O)Nc2ccc(-c3nc4ccccc4s3)c(O)c2)nn1C the results were PriA SSB inh -16&-7.
COc1cc(C=NNC(=O)c2cccnc2)ccc1OC(=O)c1ccc([N+](=O)[O-])cc1 was read as PriA SSB inh -11.
Screening O=S(=O)(c1cccs1)N1CCN(C(c2ccccc2)c2ccccc2)CC1 returned PriA SSB inh -2&2.
Screening Cc1ccc(N2N=NC3C(=O)N(c4ccc(F)cc4)C(=O)C32)cc1C (stereo not drawn) returned PriA SSB inh -1.
For CN1CCN(C(c2ccncc2)c2ccc3cccnc3c2O)CC1 (stereo not drawn) the results were PriA SSB inh 98.
`COc1ccc(NC(=O)C(=O)NCC2CCN(C(C)C)CC2)c(OC)c1` gave PriA SSB inh -6.
Screening CCCN(CCC)S(=O)(=O)c1ccc2cc(OC)ccc2c1 returned PriA SSB inh -63&-18.
O=C(O)c1ccc(NC2=CC(=NS(=O)(=O)c3ccccc3)c3ccccc3C2=O)cc1 was read as PriA SSB inh 51.

Quoted from the listing for reference:
ON=Cc1ccc(OCc2ccccc2)c(Cl)c1 was read as PriA SSB inh -15.
Screening CS(=O)(=O)N1CCC[C@H]1C(=O)Nc1nc(-c2ccccn2)cs1 returned PriA SSB inh 75*.
For COc1ccc(C=NNC(=O)C2(O)c3ccccc3-c3ccccc32)cc1 the results were PriA SSB inh 5.
Screening O=C(NCCc1c[nH]c2ccccc12)c1n[nH]c2ccccc12 returned PriA SSB inh -6.
`Cn1cccc1Cc1nnc(SCC(=O)Nc2cccc([N+](=O)[O-])c2)n1C` gave PriA SSB inh 9.
`CC1(C)CC2CC(C)(CN2C=Nc2sc3c(c2C#N)CC(C)(C)NC3(C)C)C1` (stereo not drawn) gave PriA SSB inh 4.
